High-throughput results from PubChem BioAssay.
NPYLR7 agonist – activates Aedes aegypti NPYLR7 receptor; HEK293T NPYLR7/Galpha15, GCaMP6s calcium fluorescence; activation, % at 10 µM; 0.15% of 270,000 active; AID 1259423; in the data active = activation above about 40%;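 also: 0% = vehicle and 100% = reference agonist at the receptor; some compounds past the cut are filed as inactive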
hcGAS lum – inhibitors of human cGAS | Q8N884 | recombinant h-cGAS, ATP depletion, Kinase-Glo luminescence | inhibition, % at 12.5 µM | 0.081% of 290,000 active | AID 1259398;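 also: 0% = vehicle reaction and 100% = reaction without DNA for no activity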
Target sequence (Q8N884 whole entry, looked up): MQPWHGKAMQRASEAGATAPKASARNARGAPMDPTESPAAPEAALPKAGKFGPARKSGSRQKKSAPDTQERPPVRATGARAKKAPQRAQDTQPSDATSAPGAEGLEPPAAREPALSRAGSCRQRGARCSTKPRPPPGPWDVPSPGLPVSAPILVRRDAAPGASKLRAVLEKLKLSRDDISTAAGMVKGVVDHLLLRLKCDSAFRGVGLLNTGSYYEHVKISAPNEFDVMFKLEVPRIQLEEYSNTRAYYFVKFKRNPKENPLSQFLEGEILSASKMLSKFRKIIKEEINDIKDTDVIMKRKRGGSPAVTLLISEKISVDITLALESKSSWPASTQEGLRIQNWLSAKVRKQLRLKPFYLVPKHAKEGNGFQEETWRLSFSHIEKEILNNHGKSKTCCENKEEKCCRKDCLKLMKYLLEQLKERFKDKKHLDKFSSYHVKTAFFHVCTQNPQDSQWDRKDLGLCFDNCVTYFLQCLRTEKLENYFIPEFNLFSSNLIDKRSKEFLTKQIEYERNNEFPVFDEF
mcGAS inh – mouse cGAS inhibition by luminescence. recombinant cGAS, Kinase-Glo ATP depletion luminescence. inhibition, % at 12.5 µM. 0.15% of 160,000 active. AID 1259399;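 also: 0% = negative control wells and 100% = reference inhibitor with no enzyme activity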
* marks the source's active call; other numbers are inactive results; . = no result given; & = joins results of further samples. Rule as the data show it, unless noted: active = inhibition above about 40%; inactive = the rest.

SMILES	NPYLR7 agonist	hcGAS lum	mcGAS inh
COc1cccc([C@@H]2CCN(Cc3ccc(NC(C)=O)cc3)C[C@H]2O)c1	6	-7	-16
CCn1cncc1CNC(=O)[C@H]1C[C@@](C)(C(=O)O)N(C)[C@H]1c1ccccc1	5	-5	.
CCOCC(=O)N1CCCCC1CCN1CCCC1 (centres undefined)	.	-7	-4
CCCc1cc(N2CC[C@@H](NS(=O)(=O)N(C)C)[C@H](O)C2)nc(C)n1	.	-10	-7
CCOC(=O)N1CCN(C(=O)c2csc(CSc3nnc(-c4cccc(OC)c4)n3-c3ccccc3)n2)CC1	20	-9	-7
CCOC(=O)C1CCN(CC(=O)N2N=C(c3ccc(OC)cc3OC)CC2c2ccc(F)cc2)CC1 (centres undefined)	2	-1	-2
COc1ccc(Cl)cc1C1(CNc2ncccn2)CCOCC1	-4	3	.
c1csc(-c2noc(CN3CCc4sccc4C3)n2)c1	-2	-5	-4
Cc1cc(NC(=O)C(=O)N(C)Cc2cnn(-c3ccccc3C)c2)no1	10	-4	-16
COc1ccc(OC)c(NC(=O)N(C)Cc2ccc(Cl)cc2)c1	4	-7	-8
CCCCc1ccc(C(=O)Nc2c(-c3ccc(C)cc3)nc3ccccn23)cc1	-2	-4	-7
O=C1N=c2ccccc2=C1c1sc(=S)n(-c2ccccc2)c1O	-10	-5	-5
c1ccc(C2CCCN(Cc3cc4n(n3)CCNC4)CC2)cc1 (centres undefined)	11	-2	.
Cc1ccc(C(OC(=O)c2ccc(C#N)cc2)C(F)(F)F)cc1 (centres undefined)	9	-6	.
CC(C)CN1CCC(C(=O)NCC2CCN(c3ccc(Cl)cc3)C2)CC1 (centres undefined)	2	0	.
CCCSc1nc2c([nH]c3ccccc32)c(=O)n1CCOC	1	-4	-5
NC(=O)c1cccc(COc2cc(Cl)cc(Cl)c2)c1	-1	1	.
CCCCCCCCCCCCCCCC[n+]1ccccc1	-6&-3	2&4	.
Cc1nn(C)c(Cl)c1S(=O)(=O)N[C@@H]1CC[C@@H](N)C1	23	-9	.
Cn1cnnc1SCc1c(Cl)cccc1Cl	1	-2	-3
O=c1c(-c2ccccc2)[n+]([O-])c2ccccc2n1OCc1ccc(Br)cc1	8	-9	.
O=C(Cn1nc(-c2ccc(F)cc2)c2sc(N3CCCC3)nc2c1=O)NC1CCCC1	-5	-5	-10
CC1(NC(=O)CSc2nc3c(Cl)cc(Cl)cc3[nH]2)CCS(=O)(=O)C1 (centres undefined)	2	-4	.
Cn1c(=O)c2c(nc(N3CCC(Cc4ccccc4)CC3)n2CCSc2ncccn2)n(C)c1=O	4	-7	.
O=C(O)c1ccc2n[nH]nc2c1	0	-1	-4
CCCCCCCCCC(=O)N1CCc2nc(Cc3ccccc3C)[nH]c(=O)c2C1	-1	-12	-5
CC1CCN(c2nc3c(c(=O)n(C)c(=O)n3C)n2CCSc2nc3ccccc3s2)CC1	2	-5	.
O=c1[nH]ncc(Sc2ncccn2)c1Cl	10	4	.
Cc1ccc2cc(C(=O)N3CCCN(CC(N)=O)CC3)c(C)nc2c1	-26	-3	.
COc1cccc2c1OC(=O)C1C3CC(C4Sc5[nH]c(=O)sc5C2C34)C1C(=O)O (centres undefined)	2	-10	.
CC1CCc2c(sc(N)c2C(=O)OC(C)C)C1 (centres undefined)	-12	-7	.
CCOC(=O)C1(C)CCCCCN1C(=O)c1ccccc1OC (centres undefined)	-2	-10	.
Cc1cc(C)cc(N2CCCn3c2nc2c3c(=O)n(Cc3cc(C)ccc3C)c(=O)n2C)c1	0	-1	.
CCN(CC)c1c(C)nc2ccc(C(=O)N(C)C(C)C)cn12	-5	-11	-3
CCN(C(=O)C1CCN(c2ccc(C(F)(F)F)cn2)CC1)c1ccccc1Cl	1	1	.
O=S(=O)(Nc1ccc2c(c1)OCCO2)c1cccc2cccnc12	-1	-6	-5
COc1cccc(Nc2nc(C(N)CC(C)C)cs2)n1 (centres undefined)	-7	-5	-8
C=CCn1c(N2CCN(CCc3ccccc3)CC2)nc2c1c(=O)[nH]c(=O)n2C	11	-7	.
COc1ccc(Nc2nc(N)c([N+](=O)[O-])c(NCCO)n2)cc1	0	-2	.
Cc1cc(C)c2c(c1C(=O)N[C@H]1CCCCNC1=O)CC(C)(C)C2=O	-6	-2	-2
CCSc1nnc(NC(=O)CSc2nnc(CNC(=O)Cc3ccccc3)n2-c2c(CC)cccc2CC)s1	-7	-6	.
Cc1ccc2cc(C3CC(=O)Nc4[nH]ncc43)c(N3CCOCC3)nc2c1 (centres undefined)	0	-1	-1
CCOc1ncccc1CNC(=O)c1nn(-c2ccc(C)cc2C)nc1C	-2	-7	.
CCCCC(=O)NCc1nnc(SCc2ccccc2C)n1-c1ccc([N+](=O)[O-])cc1	4	-1	-2
O=S1(=O)CCN2C(=N1)Sc1cc(Cl)ccc12	-4	0	.
COc1ccc(NC(=O)N2CC(=O)N3CCc4cc(OC)c(OC)cc4C3C2)cc1 (centres undefined)	-7	-3	-5
COc1cc(Cl)c(S(=O)(=O)NCCCn2ccnc2)cc1Cl	-1	3	.
CC(=O)Nc1ccc(S(=O)(=O)Nc2nc3ccccc3nc2Nc2ccc3c(c2)OCO3)cc1	-4	-8	-8
CN1CC2(CCNCC2)CC1C(=O)N1CCC(Oc2ccncc2)CC1 (centres undefined)	.	-17	-5
CCC(COC)NC(=O)c1cncn1-c1ccc(-c2cc(C(F)(F)F)cc(C(F)(F)F)c2)cc1 (centres undefined)	5	-10	-6
New compounds follow.
SMILES	NPYLR7 agonist	hcGAS lum	mcGAS inh
Cc1ccc(CN(C)C(=O)c2cc(COc3ccc(-n4cncn4)cc3)on2)o1	3	-2	.
CCOC(=O)C1=CS/C(=C2/C(=S)C(C)(C)Nc3c(OCC)cccc32)S1	-1	-12	.
O=C(O)C1CC(=O)N(CCc2cccnc2)C1 (centres undefined)	2	-6	-11
COc1ccccc1N1CCN(Cc2ncccc2C(=O)O)CC1	-1	-1	.
COc1ccc(-n2nnc3c(N4CCN(C(=O)c5ccc(Br)o5)CC4)ncnc32)cc1	-9	-3	-6
Cc1cccc(CSc2nnc(Cn3c(=O)sc4ccccc43)n2C)c1	5	-5	.
COc1ccc(NC(=O)CNC(=O)CN(C(=O)c2cccc(Cl)c2)C2CC2)cc1	24	0	-4
CCc1ccccc1NC(=O)NCCOc1cc(N2CCN(C)CC2)ncn1	0	-4	.
Fc1cccc(F)c1CN1CCCn2cccc2C1c1ccccc1Cl (centres undefined)	3	-8	.
CC(C)CN1CC(c2ncc(-c3cccnc3)[nH]2)CC1=O (centres undefined)	-1	-10	.
CCCCCCCCn1c(O)c(C=NC2CCS(=O)(=O)C2)c(=O)[nH]c1=S (centres undefined)	2	-5	.
CCCC(NC(=O)c1cccc(-n2cnnc2)c1)c1ccccc1 (centres undefined)	-4	4	.
CC(=O)NS(=O)(=O)c1ccc(N=CC(C#N)c2nc3ccccc3n2C)cc1 (centres undefined)	-1	-2	-5
CN(CCn1cccn1)c1cc(C#N)c2ccccc2n1	2	-8	.
Cc1ccc(C(=O)N=Nc2c(O)n(C)c3ccccc23)cn1	-5	-2	1
O=C(NC(C(=O)N1CCCCC1)C1CCN(C(=O)Nc2cccc(Cl)c2)CC1)c1ccccc1Cl (centres undefined)	-14	-4	0
O=C(c1ccc(Br)cc1)N1CCC(C(=O)N2CCCCCC2)CC1	4	-7	.
CNC(=O)C(C)S(=O)(=O)Cc1ccn(-c2cccc(F)c2)n1 (centres undefined)	6	-12	.
CC(=O)Nc1cccc(-n2c(C)nnc2SCc2ccccc2C#N)c1	-4	-7	.
CCOc1ccccc1-c1cc(NC)ncn1	-3	-7	.
Cc1cc(C(F)(F)F)nn1CC(=O)N1CC(CO)C2(CCNCC2)C1 (centres undefined)	.	-11	-6
O=C(OCCc1ccc(F)cc1)C1CCCN(C(=O)C2CC2)C1 (centres undefined)	4	-7	.
Cc1ccc(S(=O)(=O)N2CCC(C(=O)NCC(c3cccs3)N(C)C)CC2)c(C)c1 (centres undefined)	-6	-7	-7
Cc1cn(CC(=O)N2CC[C@@](C)(O)[C@@H](CC(C)C)C2)c(=O)[nH]c1=O	.	-16	-7
CC(C)Cc1cc(C(=O)N2CCn3cncc3C2)nc(=O)[nH]1	25	-6	-18
CC1=CCN(S(=O)(=O)c2ccccc2)S(NS(=O)(=O)c2ccccc2)=C1 (centres undefined)	6	-3	-5
CC(O)CCN(C)C(=O)C(=O)Nc1cccc(Cl)c1S(C)(=O)=O (centres undefined)	3	-11	-18
Cc1cc(C)nc(N2CC3ON=C(c4ccccc4)C3C2)n1 (centres undefined)	7	-4	.
CCCCCn1c(SCc2ccccn2)nc2cc(C(=O)N3CCCC3)ccc2c1=O	-1	-5	.
COc1ccc(N2CCN(C(=O)Cn3cnc4c([nH]c5ccc(C)cc54)c3=O)CC2)cc1	.	-4	-9

6 entries from above, with two lines to a compound:
Values run as follows: NPYLR7 agonist, hcGAS lum, mcGAS inh
> O=C(OCCc1ccc(F)cc1)C1CCCN(C(=O)C2CC2)C1 (centres undefined)
    4, -7, .
> Cc1ccc(S(=O)(=O)N2CCC(C(=O)NCC(c3cccs3)N(C)C)CC2)c(C)c1 (centres undefined)
    -6, -7, -7
> Cc1cn(CC(=O)N2CC[C@@](C)(O)[C@@H](CC(C)C)C2)c(=O)[nH]c1=O
    ., -16, -7
> CC(C)Cc1cc(C(=O)N2CCn3cncc3C2)nc(=O)[nH]1
    25, -6, -18
> CC1=CCN(S(=O)(=O)c2ccccc2)S(NS(=O)(=O)c2ccccc2)=C1 (centres undefined)
    6, -3, -5
> CC(O)CCN(C)C(=O)C(=O)Nc1cccc(Cl)c1S(C)(=O)=O (centres undefined)
    3, -11, -18

(list continues)
SMILES	NPYLR7 agonist	hcGAS lum	mcGAS inh
COc1nc2ccccc2cc1-c1cc(C)ccc1OCC(N)=O	5	-9	.
CCCCN1C(=O)c2cc(C(=O)NC(C)C)nn2CC1(C)C(=O)NC1CCCC1 (centres undefined)	.	-4	-3
CCOc1ccc(-c2ccc(OCCNS(=O)(=O)c3ccc(CC)s3)nn2)cc1	-2	-7	-4
CN(CCC1CCOCC1)C(=O)c1cn(Cc2ccccc2F)nn1	2	2	.
CN(C)S(=O)(=O)c1ccc(Br)c(C(=O)OC2CCCCC2)c1	1	-5	-6
COC(=O)c1ccc(F)c(S(=O)(=O)N(C)Cc2cccnc2)c1	6	-4	.
C=CCCC(=O)N1CCC(n2c(=O)oc3cc(C)ccc32)CC1	6	-12	-6
Cc1nn(CC(=O)NCCC(C)C)c(=O)c2cc3occc3n12	5	-7	-5
O=C(C1COCCO1)N1CCc2onc(-c3cccc4ccccc34)c2C1 (centres undefined)	-4	-5	-17
N#CC1=C(c2ccccc2)C(O)(c2ccccc2)NC1=O (centres undefined)	-5	0	.

Single records, from the list above.
O=C(C1COCCO1)N1CCc2onc(-c3cccc4ccccc34)c2C1 (centres undefined) is entered as NPYLR7 agonist = -4; hcGAS lum = -5; mcGAS inh = -17
COC(=O)c1ccc(F)c(S(=O)(=O)N(C)Cc2cccnc2)c1 is entered as NPYLR7 agonist = 6; hcGAS lum = -4; mcGAS inh = .
Cc1nn(CC(=O)NCCC(C)C)c(=O)c2cc3occc3n12 is entered as NPYLR7 agonist = 5; hcGAS lum = -7; mcGAS inh = -5

Next section:
SMILES	NPYLR7 agonist	hcGAS lum	mcGAS inh
Cc1ccsc1C(=O)N1CCCC(C(=O)c2cccc(OC(C)C)c2)C1 (centres undefined)	-3	-4	.
Cc1nc2n(n1)C(=O)C(C(c1cccc(F)c1)N1CC(C)CC(C)C1)S2 (centres undefined)	1	-8	.
CC(=O)Nc1cccc(-c2ccnc3c2CC(C(=O)NCC2CC2)O3)c1 (centres undefined)	-5	-10	-7
COc1cccc(C2=NC(=Cc3cccc(C#N)c3)C(=O)O2)c1	-2	-4	.
Cc1cc2oc(=O)cc(CSc3nn4c(=O)c(C(C)(C)C)nnc4s3)c2cc1C	-1	2	.
O=C1c2cccc3cccc(c23)C(=O)N1Cc1ccco1	6	3	.
CCOC(=O)C1(CCOc2ccccc2)CCN(Cc2c[nH]c3ccccc23)CC1	8	-2	-10
CN1C[C@@H](N)C[C@H]1C(=O)NCC1(N2CCOCC2)CCCCC1	12	-9	.
O=C(NCc1nccn1Cc1ccccc1)c1ccc(-n2cnnn2)cc1	0	-1	-18
Cc1ccc(C2CC(C(F)(F)F)n3ncc(C(=O)NC(C)(C)C)c3N2)cc1 (centres undefined)	1	-9	-7
O=C(Nc1ccc(Cl)cc1)C(C1CCCC1)N1CCN(C(=O)c2ccccc2F)CC1 (centres undefined)	-1	-9	-7
CCc1nc([C@H]2CN(C)C[C@@H]2C(=O)NCCCn2ccnc2)c(C)[nH]1	5	-6	-12
CN(Cc1ccc(-n2cccn2)cc1)S(=O)(=O)c1cccs1	4	-13	.
CCn1nc(C(=O)NNC(=O)Cc2c(F)cccc2Cl)c2ccccc2c1=O	1	-4	.
COc1ccc(SCc2ccc(C(=O)N3C4CCC3CC(Oc3cccc(C#N)c3)C4)cc2)cc1OC (centres undefined)	-13	-4	1
Cc1csc2nc(CSc3nc4ccccc4[nH]3)cn12	7	-2	.
COc1cccc(C(C)N(C)C(=O)c2cc(Cn3ccnc3C(C)C)[nH]n2)c1 (centres undefined)	15	-11	-15
COc1ccc(C2=NN(C(=O)CN3CCCCC3C)C(c3ccccc3F)C2)cc1 (centres undefined)	13	1	-1
Cc1ccc(Cc2nsc(N3CCC(CNC(=O)C(C)(C)CCl)CC3)n2)cc1	.	-13	-6
O=C(O)CSc1nnc(-c2cnccn2)n1-c1cccc(Cl)c1	1	-4	-8
